Assay outcomes from PubChem.
p53null 32C kill = p53 null cell cytotoxicity, permissive temperature | H1299-neo p53 null cells, ATP luminescence, 24 h, 32C | Potency, µM (highest dose often 46.1 µM), without a hit: at the highest dose activity change, negative = cytotoxicity, usual class: cytotoxic | AID 903 | 55,000 tested, 0.62% active;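 further: potency means the concentration at half of the fitted maximal effect; 0% = DMSO only and -100% = full killing by 100 µM tamoxifen; nearly all actives have a fitted effect of over 55% in size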
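H1299-neo (p53 null) cells, 600/well, treated 24 h at 32C with compound up to 46 uM; ATPlite luminescence viability, normalized to DMSO and 100 uM tamoxifen; AC50 by Hill fit.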
p53null 39C kill = selectivity test: cytotoxicity in p53 null cells, nonpermissive temperature. H1299 p53-null (neo) cells, 39C, ATPlite viability, 24 h. Potency, µM (highest dose often 46.1 µM), for the others: at the top dose activity, negative = cell killing, most hits filed as cytotoxic. 55,000 tested, 0.97% active;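 further: potency means the concentration at half of the fitted maximal effect; 0% = DMSO only and -100% = full killing by 100 µM tamoxifen; nearly all actives have a fitted effect of over 50% in size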
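Cells seeded at 600/well, 37C overnight. Compound added (up to 46 uM), plates shifted to 39C for 24 hr. ATPlite added, luminescence read after 20 min at room temperature.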
TSG101-PTAP inh = inhibitors of HIV-1 PTAP binding to human TSG101, validation. Fluorescence polarization, FITC-PTAP peptide/Tsg101, 20 min. Potency, µM (series often up to 115 µM), for the others: at the highest dose activity change, negative = inhibition, most hits filed as inhibitors. 44,000 tested, under 10 active; further: potency means the concentration at half of the fitted maximal effect; 0% is about no effect
Target sequence (Q99816 whole entry, looked up): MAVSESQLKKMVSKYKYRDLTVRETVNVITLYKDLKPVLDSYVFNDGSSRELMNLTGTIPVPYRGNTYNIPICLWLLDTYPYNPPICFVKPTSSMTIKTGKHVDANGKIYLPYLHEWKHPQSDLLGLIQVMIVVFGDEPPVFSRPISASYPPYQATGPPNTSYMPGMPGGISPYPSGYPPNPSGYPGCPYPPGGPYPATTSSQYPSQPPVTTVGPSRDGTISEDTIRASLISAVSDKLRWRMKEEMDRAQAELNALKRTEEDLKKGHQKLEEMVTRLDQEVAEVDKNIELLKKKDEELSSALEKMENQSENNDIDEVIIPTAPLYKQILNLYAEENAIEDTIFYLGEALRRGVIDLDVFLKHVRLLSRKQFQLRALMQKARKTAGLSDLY
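Steps: Tsg101 binding domain (10 uM final) in HEPES pH 7.5/NaCl/Tween 20/EDTA/TCEP; add compound; add FITC-PTAP peptide (50 nM final); incubate 20 min r.t.; read polarization.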
NTMT1 inh = blocks human N-terminal methyltransferase 1 activity; Q9BV86; AID 1645870; 59,000 tested, 2.5% active; Potency, µM (top dose mostly 114 µM), for inactives: at the top dose activity change, negative = inhibition, usual class: inhibitors; NTMT1 MTase-Glo SAH luminescence, purified enzyme;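 further: potency means the concentration at half of the fitted maximal effect; plate controls were DMSO vehicle for no effect and no enzyme for full effect; nearly all actives have a fitted effect of over 65% in size; many of its hits are not listed in these tables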
Target sequence (Q9BV86 whole entry, looked up): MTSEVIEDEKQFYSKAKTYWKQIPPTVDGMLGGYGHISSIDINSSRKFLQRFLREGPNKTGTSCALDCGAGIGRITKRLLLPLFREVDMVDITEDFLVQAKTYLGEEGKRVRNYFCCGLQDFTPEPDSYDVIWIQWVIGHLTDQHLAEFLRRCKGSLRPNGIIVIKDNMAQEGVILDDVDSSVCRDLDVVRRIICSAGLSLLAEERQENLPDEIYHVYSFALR
GALK inh = GALK (human) enzyme inhibition | Potency, µM (doses to about 57.5 µM), for inactives: top-dose activity, negative = inhibition, usual class: inhibitors | AID 1347072 | recombinant GALK, Kinase-Glo ATP luminescence, 1 h | 44,000 tested, under 10 active | P51570;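 further: plate controls were full GALK reaction for no effect and reaction lacking GALK for full effect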
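5 nM GALK with 35 µM ATP and 100 µM galactose in HEPES pH 8.0, MgCl2, NaCl, DTT, BSA; 1 h RT reaction, remaining ATP detected by Kinase-Glo Plus luminescence after 10 min; qHTS concentration series.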
B2AR arrestin ag = ADRB2 beta-arrestin recruitment. Potency, µM (top dose mostly 46.1 µM), inactives show at the highest dose activation, hits mostly activators. 44,000 tested, under 10 active. HTLA Tango cells, beta-arrestin recruitment, luciferase luminescence, 18 h. AID 1347077. P07550;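 further: potency means the concentration at half of the fitted maximal effect; 0% = DMSO and full agonism = EC100 isoproterenol or metaproterenol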
Target sequence (P07550 whole entry, looked up): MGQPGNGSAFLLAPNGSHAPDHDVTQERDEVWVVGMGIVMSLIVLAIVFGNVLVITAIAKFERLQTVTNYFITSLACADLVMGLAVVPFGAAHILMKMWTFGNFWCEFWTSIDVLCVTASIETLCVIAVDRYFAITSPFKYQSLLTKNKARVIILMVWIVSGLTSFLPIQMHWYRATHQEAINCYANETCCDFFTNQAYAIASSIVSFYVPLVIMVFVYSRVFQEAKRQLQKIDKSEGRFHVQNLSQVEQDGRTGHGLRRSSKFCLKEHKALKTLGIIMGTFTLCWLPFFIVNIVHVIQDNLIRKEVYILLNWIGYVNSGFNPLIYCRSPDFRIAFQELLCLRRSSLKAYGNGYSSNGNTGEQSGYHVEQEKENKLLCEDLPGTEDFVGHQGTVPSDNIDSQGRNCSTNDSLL
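Luminescence read-out: arrestin recruitment to recombinant beta2-AR releases tTA, inducing luciferase. Cells exposed 18 hr at 37 degrees C to up to 46 microM compound; %Activity from corrected signal, concentration-response curves classified by r2, magnitude and efficacy.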
FH mod = Identification of activators of human fumarate hydratase by quantitative high-throughput screening; Fumarate hydratase, mitochondrial (Homo sapiens), P07954; FH coupled MDH/diaphorase resazurin fluorescence, 15 min; Potency, µM (series often up to 79.9 µM), for inactives: at the highest dose activity change, negative = inhibition, most hits filed as inhibitors; 54,000 tested, 0.22% active; further: potency means the concentration at half of the fitted maximal effect; on the % scale 0 is the no-effect control and ±100 the full control effect; the screen sought activators but most active calls are inhibition curves; nearly all actives have a fitted effect of over 45% in size
Starred values were filed as active, the others as inactive; ? = inconclusive; · = no result given; [ ] = another dose, or the depositor's remark. The call rests on the fitted dose curve; in most records, active means well fitted curve in the direction sought with a large enough effect; inconclusive means small, poorly fitted or top-dose-only effect, or another doubt; inactive means no such curve, though single readings can be large; an effect the other way counts as inactive or inconclusive.

SMILES	p53null 32C kill	p53null 39C kill	TSG101-PTAP inh	NTMT1 inh	GALK inh	B2AR arrestin ag	FH mod
COc1ccccc1CCNC(=O)C1CCN(c2nnc(C)c3c(C)n(-c4ccc(C)cc4)nc23)CC1	-13%	10µM*	-2%	?	2%	1%	-10%
CCN(CC)CCCNC(=O)C(C)n1nc(C)n2c(cc3occc32)c1=O (stereo unspecified)	0%	-25%	-1%	-1%	8%	0%	-15%
COc1ccc(-c2ccc(CNc3ccc4[nH]c(=O)[nH]c4c3)o2)cc1Cl	-8%	-1%	1%	?	-1%	-4%	?
Cc1ccc(OCCSc2nc3ccccc3n2CC(=O)N2CCOCC2)c(C)c1	0%	1%	6%	?	0%	-2%	-6%
O=C(c1cccc(Cl)c1)N(Cc1cccc(F)c1)C1CCS(=O)(=O)C1 (stereo unspecified)	-3%	16%	-20%	13%	5%	0%	-1%
CCCCOc1cccc(C(=O)Nc2sc3c(c2C(=O)OCC)CCCC3)c1	4%	31%[activator]	1%	?	1%	1%	-12%
CCOc1ccc(NC(=O)CCNS(=O)(=O)c2ccc3c(c2)CCCC(=O)N3)cc1	-3%	11%	-7%	20%	-2%	0%	0%
Cc1ccc2oc(-c3cc(NC(=O)/C=C/c4ccco4)ccc3Cl)nc2c1	7%	-17%	11%	-9%	-1%	0%	-18%
Cc1cccc(C)c1NC(=O)CCCn1c(=O)c2cccn2c2ccccc21	?	?	2%	-3%	0%	2%	-5%
CCOc1ccc(C(=O)NCCc2csc(-c3ccc(C(F)(F)F)cc3)n2)cc1OCC	1%	6%	2%	19%	-1%	0%	7%
COc1ccc(NC(=O)CSc2nnc(NC(=O)Nc3ccccc3)s2)c(OC)c1	-12%	-4%	1%	2%	-1%	-4%	3%
CCOc1ccc(NC(=O)c2ccc(CN3C(=O)C(C)=C(c4ccc(C)cc4)S3(=O)=O)cc2)cc1	-2%	8%	0%	-2%	1%	0%	-5%
COc1ccc(CC(=O)NCc2ccc3c(c2)CCN3C(C)=O)cc1	3%	-14%	-2%	2%	1%	-3%	18%
CCc1cccc(CC)c1NC(=O)CCS(=O)(=O)c1ccc(Br)cc1	14%	-1%	3%	10%	1%	1%	7%
O=C(c1ccccc1Cl)N1c2ncnn2C2(CCCCC2)[C@@H]2CCCC[C@@H]21	-8%	6%	-9%	11%	-1%	-1%	-8%
CCCN(CCC)C(=O)CSc1nnc2cc(C)c3ccccc3n12	0%	-19%	-12%	?	0%	-2%	-3%
Cc1cccc(CNC(=O)Cn2nc(C)c3nn(-c4ccc(Cl)cc4)c(C)c3c2=O)c1	9%	-14%	0%	9%	-3%	0%	-8%
COc1ccc(C(=O)c2oc3ccccc3c2NC(=O)c2cccc(OC)c2)cc1	-1%	-11%	0%	13%	-15%	0%	-10%
CCSc1ncc(Cl)c(C(=O)Nc2ccc(S(=O)(=O)Nc3ncccn3)cc2)n1	-6%	20%	-12%	5%	2%	-1%	-10%
O=C(C1CC1)N1CCc2cc(Br)cc(S(=O)(=O)N3CCN(c4cccc(C(F)(F)F)c4)CC3)c21	-2%	-5%	-6%	13%	0%	0%	-13%
COc1ccc(N(CC(=O)Nc2cc(Cl)ccc2C)S(=O)(=O)c2c(C)noc2C)cc1	20%	46%	-2%	4%	8%	1%	-30%
COc1cccc(NC(=O)CSc2nnc(COc3ccc(Cl)cc3)o2)c1	-7%	8%	0%	·	-1%	-3%	·
Cn1nc(C(=O)N2CCN(c3cccc(Cl)c3)CC2)c2c1-c1ccccc1S(=O)(=O)C2	1%	-21%	-4%	1%	3%	0%	-20%
COC(=O)c1cc2occc2n1Cc1nc(-c2ccccc2)oc1C	-5%	1%	-2%	4%	0%	0%	-27%
COc1ccc(OC)c(NC(=O)Cc2coc3ccc(C(C)C)cc23)c1	13%	7%	-9%	7%	2%	0%	?
COc1cc(OC)c(NC(=O)C(C)n2nc(-c3ccc(C)c(C)c3)ccc2=O)cc1Cl (stereo unspecified)	19%	0%	-10%	10%	2%	-2%	?
CC(C)CN(CCNC(=O)c1cn(C)c2ccc(S(=O)(=O)N3CCOCC3)cc2c1=O)CC(C)C	3%	?	-1%	-10%	2%	1%	?
COc1ccc(CNC(=O)Cc2csc3nc(-c4ccc(C)cc4)cn23)cc1	-13%	-12%	3%	2%	3%	2%	-8%
COc1ccccc1NC(=O)c1cc2c([nH]c1=O)CC(C)(C)CC2=O	-15%	-5%	-4%	6%	0%	1%	2%
COc1ccc(-c2nc(Cn3c(SCc4cccc(C(F)(F)F)c4)nc4cccnc43)c(C)o2)cc1OC	-7%	-14%	-5%	5%	1%	1%	?

Some of these compounds in order of molecular weight, ascending.
SMILES	p53null 32C kill	p53null 39C kill	TSG101-PTAP inh	NTMT1 inh	GALK inh	B2AR arrestin ag	FH mod
COC(=O)c1cc2occc2n1Cc1nc(-c2ccccc2)oc1C	-5%	1%	-2%	4%	0%	0%	-27%
CCCN(CCC)C(=O)CSc1nnc2cc(C)c3ccccc3n12	0%	-19%	-12%	?	0%	-2%	-3%
O=C(c1ccccc1Cl)N1c2ncnn2C2(CCCCC2)[C@@H]2CCCC[C@@H]21	-8%	6%	-9%	11%	-1%	-1%	-8%
COc1ccc(CNC(=O)Cc2csc3nc(-c4ccc(C)cc4)cn23)cc1	-13%	-12%	3%	2%	3%	2%	-8%
COc1ccc(C(=O)c2oc3ccccc3c2NC(=O)c2cccc(OC)c2)cc1	-1%	-11%	0%	13%	-15%	0%	-10%
COc1cccc(NC(=O)CSc2nnc(COc3ccc(Cl)cc3)o2)c1	-7%	8%	0%	·	-1%	-3%	·
CCc1cccc(CC)c1NC(=O)CCS(=O)(=O)c1ccc(Br)cc1	14%	-1%	3%	10%	1%	1%	7%
Cc1cccc(CNC(=O)Cn2nc(C)c3nn(-c4ccc(Cl)cc4)c(C)c3c2=O)c1	9%	-14%	0%	9%	-3%	0%	-8%
CCSc1ncc(Cl)c(C(=O)Nc2ccc(S(=O)(=O)Nc3ncccn3)cc2)n1	-6%	20%	-12%	5%	2%	-1%	-10%
Cn1nc(C(=O)N2CCN(c3cccc(Cl)c3)CC2)c2c1-c1ccccc1S(=O)(=O)C2	1%	-21%	-4%	1%	3%	0%	-20%
COc1ccc(N(CC(=O)Nc2cc(Cl)ccc2C)S(=O)(=O)c2c(C)noc2C)cc1	20%	46%	-2%	4%	8%	1%	-30%
CC(C)CN(CCNC(=O)c1cn(C)c2ccc(S(=O)(=O)N3CCOCC3)cc2c1=O)CC(C)C	3%	?	-1%	-10%	2%	1%	?
COc1ccc(-c2nc(Cn3c(SCc4cccc(C(F)(F)F)c4)nc4cccnc43)c(C)o2)cc1OC	-7%	-14%	-5%	5%	1%	1%	?
O=C(C1CC1)N1CCc2cc(Br)cc(S(=O)(=O)N3CCN(c4cccc(C(F)(F)F)c4)CC3)c21	-2%	-5%	-6%	13%	0%	0%	-13%

Continued:
SMILES	p53null 32C kill	p53null 39C kill	TSG101-PTAP inh	NTMT1 inh	GALK inh	B2AR arrestin ag	FH mod
COc1cccc(CNC(=O)CNS(=O)(=O)c2ccc3nc(C)sc3c2)c1	5%	-19%	-1%	36%[activator]	-1%	-3%	1%
Cc1ccc(NC(=O)CN2CCN(S(=O)(=O)c3ccc(C(C)C)cc3)CC2)cc1F	26%	29%	2%	-5%	-2%	-1%	?
CN(C)S(=O)(=O)c1ccc(C(=O)N2CC(=O)Nc3ccc(Br)cc3C2c2ccc(F)cc2)cc1 (stereo unspecified)	1%	-2%	-2%	0%	-7%	0%	-22%
Cc1cc(C)c(NC(=O)CSc2nc(=O)n(Cc3cccnc3)c3c2CCC3)c(C)c1	-4%	18%	-1%	1%	1%	-3%	1%
CCOC(=O)N1CCc2c(sc3c2c(=O)n(Cc2ccccc2)c(=O)n3Cc2cc(C)ccc2C)C1	-3%	23%	0%	4%	0%	-2%	-7%
Cc1cccc(-n2c(=O)c3ccccc3n(Cc3ccccc3)c2=O)c1	4%	-12%	-2%	-10%	2%	0%	-9%
CCCOc1ccc(CNC(=O)C(NS(=O)(=O)c2cccs2)C(C)C)cc1 (stereo unspecified)	2%	-3%	-1%	8%	-1%	0%	-4%
N#C/C(=C\c1cccc(F)c1)c1nc(-c2cc3c(ccc4ccccc43)oc2=O)cs1	-1%	3%	3%	5%	2%	0%	-5%
Cc1cc(C)cc(N2C(=O)N(CC(=O)c3ccc(Br)cc3)c3ccccc3S2(=O)=O)c1	-7%	11%	-1%	4%	3%	-3%	-7%
COc1cccc(NC(=O)CN(C)S(=O)(=O)c2ccc3nc(C)sc3c2)c1	5%	-23%	1%	-1%	8%	-3%	-9%
COc1cccc(CNc2cc(C)nc3nc(-c4ccc(C)cc4)nn23)c1	?	?	2%	-25%	-3%	1%	-6%
Cc1cc(NC(=O)C2CCCN(S(=O)(=O)c3cccc4nsnc34)C2)ccc1Br (stereo unspecified)	11%	-3%	4%	14%	-1%	0%	-6%
Fc1ccc(Nc2nc(SCc3cccc(Cl)c3)nc3ccccc23)cc1	53%[activator]	12%	1%	6%	1%	-2%	?
COC(=O)c1c(C)sc(-c2c(-c3ccc4c(c3)OCCO4)[nH]c3c2c(=O)n(C)c(=O)n3C)c1O	5%	-3%	1%	11%	0%	-4%	-2%
COc1ccc(C)cc1NC(=O)CN1CCN(S(=O)(=O)c2ccc(Br)cc2)CC1	2%	-12%	-1%	0%	0%	2%	-28%
O=C(COc1ccccc1-c1nnc(-c2ccccc2)o1)Nc1ccc(Br)cc1F	7%	-14%	2%	5%	0%	4%	-1%
COc1cccc(-c2nc(CSCC(=O)NCCc3ccc(Cl)cc3)c(C)o2)c1	-1%	?	-4%	?	1%	-2%	-15%
c1ccc(-c2cc3ncc4c(n3n2)-c2ccccc2OC4)cc1	·	·	-9%	?	7%	0%	0%
COCCc1nn2c(=O)cc(COC(=O)c3cccs3)nc2s1	-1%	-5%	-5%	-1%	-1%	0%	-2%

An excerpt; rates above refer to the full screens.
